Bioassay records as filed in PubChem.
RTF Ca sens act: cardiac RTF calcium sensitization | IANBD-labeled TnC RTF fluorescence at EC20 calcium; 0% EC20 calcium, 100% full calcium | activation, % at 7.2 µM | 340,000 compounds, 0.24% hits | AID 493008;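 active = activation above the mean over all tested compounds plus 3 SD, cut at about 30% in these data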;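 note: rise in fluorescence read as greater calcium sensitivity of cardiac thin filaments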
Rtt109 Vps75: C. albicans Rtt109 histone acetyltransferase inhibition | 330,000 compounds, 0.16% hits | Q5AAJ8 | purified Rtt109/Vps75, ThioGlo CoA-SH fluorescence, 4 h | inhibition, % at 34.9 µM;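 active = inhibition of at least 50% in every replicate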
Target sequence (Q5AAJ8 whole entry, looked up): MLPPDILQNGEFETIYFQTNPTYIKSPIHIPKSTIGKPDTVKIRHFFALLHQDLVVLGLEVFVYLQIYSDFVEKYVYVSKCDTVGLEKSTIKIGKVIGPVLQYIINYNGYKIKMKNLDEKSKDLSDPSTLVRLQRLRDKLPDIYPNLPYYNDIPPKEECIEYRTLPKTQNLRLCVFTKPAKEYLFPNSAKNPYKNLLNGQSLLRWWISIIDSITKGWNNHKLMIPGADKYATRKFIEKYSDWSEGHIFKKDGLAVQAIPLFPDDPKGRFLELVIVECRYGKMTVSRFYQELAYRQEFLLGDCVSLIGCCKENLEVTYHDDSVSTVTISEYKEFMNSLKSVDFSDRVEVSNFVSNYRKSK
CAL PDZ FP-1: inhibitors of human CAL PDZ peptide binding; Q9HD26; purified CAL PDZ, TMR-peptide fluorescence polarization, 1 h; inhibition, % at 24.9 µM; 300,000 compounds, 0.92% hits; AID 602252;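 active = mean inhibition of at least 30% with at least half of replicates also reaching 30%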;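 note: 0% = DMSO neutral control and 100% = excess unlabeled competitor peptide PRC23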
RTF Ca sens inh: cardiac RTF calcium desensitization. IANBD-labeled cardiac RTF, Ca2+ fluorescence. inhibition, % at 7.15 µM. 340,000 compounds, 0.12% hits. AID 493244;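 active = inhibition above the mean inhibition of all tested compounds plus 3 SD, cut at about 17% in these data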;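 note: assay run at fixed EC70 calcium of 1.6 mM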
CAL PDZ FP-2: blocks peptide binding to human CAL PDZ domain; AID 504414; inhibition, % at 20 µM; purified CAL PDZ, TMR-peptide fluorescence polarization, 1 h; Q9HD26; 330,000 compounds, 0.02% hits;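 active = highest replicate inhibition of at least 40%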;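 note: plate controls were DMSO neutral control wells for no effect and unlabeled competitor peptide control wells for full effect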
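Assay system – tagged CAL PDZ protein CerCALP, purified · Timing – 1 h at RT · Compound – single point, 20 µM · Measured by – fluorescence polarization from S- and P-plane intensities, G-factor corrected · Evaluation – inhibition from polarization loss · Probe or stimulus – TMR reporter peptide T*-PRC34 · Buffer or medium – pH 7.4 phosphate-saline buffer, reducing agent, detergent, IgG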
SR-BI uptake up: SR-BI HDL lipid transfer activation | CHO ldlA[mSR-BI] cells, DiI-HDL uptake fluorescence, 3 h; 100 = double the neutral-control signal | activation, % at 12.5 µM | 320,000 compounds, 0.096% hits | AID 504775;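 active = mean replicate activation of at least 60% and every replicate at or above 60%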;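 note: 0% = median plate neutral-control signal and 100% = twice that signal; values of inactives mirror those of a sister screen read the other way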
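Material: SR-BI-overexpressing, LDLR-lacking CHO cells; schedule: compound exposure 3 h, 37 °C; reagent: DiI-labelled HDL at 10 µg/mL final; technique: bottom-read fluorescence, 550/595 nm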
LANA DNA inh: inhibitors of KSHV LANA C-terminal domain DNA binding. 340,000 compounds, 0.078% hits. AID 504423. MBP-C-LANA/FAM-LBS DNA binding, fluorescence polarization. inhibition, % at 9 µM;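 active = highest replicate inhibition at or above 60% at 9 µM, even if other replicates fall short; inactive = all replicates below 60% inhibition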;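 note: 0% = neutral control wells and 100% = 4 µM acridine orange control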
Keap1 Nrf2 FP: inhibitors of human Keap1-Nrf2 protein-protein interaction. Keap1 Kelch-Nrf2 peptide fluorescence polarization, 1536-well. inhibition, % at 9.4 µM. Q14145. 340,000 compounds, 0.15% hits. AID 504523; in the data active = inhibition above about 12%;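 note: human Keap1 Kelch domain with fluorescein labeled Nrf2 9mer peptide probe; 0% = neutral control wells and 100% = peptide positive control; higher means more block of Keap1 binding to Nrf2 peptide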
Target sequence (Q14145 whole entry, looked up, the tested form may be a part): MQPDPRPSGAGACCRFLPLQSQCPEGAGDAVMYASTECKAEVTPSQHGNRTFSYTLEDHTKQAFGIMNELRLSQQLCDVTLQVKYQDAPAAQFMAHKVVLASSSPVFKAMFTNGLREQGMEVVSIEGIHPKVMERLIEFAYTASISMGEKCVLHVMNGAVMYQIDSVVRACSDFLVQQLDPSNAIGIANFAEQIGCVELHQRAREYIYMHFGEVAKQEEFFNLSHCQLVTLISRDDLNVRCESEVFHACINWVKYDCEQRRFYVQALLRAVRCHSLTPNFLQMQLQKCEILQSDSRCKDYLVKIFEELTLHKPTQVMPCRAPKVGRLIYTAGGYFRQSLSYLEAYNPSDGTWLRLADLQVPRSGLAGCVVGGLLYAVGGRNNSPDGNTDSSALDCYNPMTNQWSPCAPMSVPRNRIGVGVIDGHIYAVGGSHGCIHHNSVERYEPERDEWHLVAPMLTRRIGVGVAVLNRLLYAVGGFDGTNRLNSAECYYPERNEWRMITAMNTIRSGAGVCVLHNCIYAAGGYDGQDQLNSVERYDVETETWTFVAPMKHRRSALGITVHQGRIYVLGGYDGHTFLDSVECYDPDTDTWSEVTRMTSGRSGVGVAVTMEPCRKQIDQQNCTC
PKA-R2B act: PKA-R2B complex activation; P22694+P31323; PKA-R2B holoenzyme dissociation, Cy5-IP20 fluorescence polarization; R2B truncated from residue 108, S112A mutant; 0% DMSO only, 100% 113 µM cGMP; activation, % at 11.4 µM; 340,000 compounds, 0.079% hits;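 active = activation above a cutoff set at the mean over all compounds plus 3 SD, cut at about 18% in these data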;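 note: higher means more holoenzyme dissociation and a rise in polarization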
DAGLB inh: diacylglycerol lipase beta (human) inhibition | HEK293T DAGLB membrane lysate, EnzChek fluorogenic substrate | inhibition, % at 5.17 µM | 340,000 compounds, 0.059% hits | AID 504411; in the data active = inhibition above about 34%;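 note: 0% = enzyme with vehicle and 100% = wells lacking enzyme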
* = called active by the depositor; x = no result given.

SMILES	RTF Ca sens act	Rtt109 Vps75	CAL PDZ FP-1	RTF Ca sens inh	CAL PDZ FP-2	SR-BI uptake up	LANA DNA inh	Keap1 Nrf2 FP	PKA-R2B act	DAGLB inh
CCN(CC)CCNC(=O)c1cc(Nc2ccc(OC)c(OC)c2)nc2ccccc12	-4	7	-5	-4	2.8	-52	-0.8	2	-6	-1
COc1ccc(NC(=O)c2ccc(S(=O)(=O)N3CCOCC3)o2)cc1	3	-7	-4	2	0.9	-15	-2.8	1	9	3
Cc1ccc(SC(C)c2nc(-c3ccncc3)no2)cc1 (stereo not drawn)	6	5	-3	-4	-1.3	-2	-1.3	-4	-2	-9
COc1ccccc1OC(C)C(=O)O (stereo not drawn)	7	-13	x	-6	-2.5	30	0.5	-5	13	-3
CCOc1ccc(CN2CCN(Cc3cc4ccccc4o3)CC2CCO)cc1 (stereo not drawn)	-2	4	-5	-3	-0.7	4	8.0	8	9	-2
CCN(CC)CCNS(=O)(=O)c1ccc(OC)c(Br)c1	-3	-6	1	0	-1.7	-7	1.1	2	0	-4
CC(=O)N1c2ccc(S(=O)(=O)N3CCCC(C(=O)Nc4cccc(Cl)c4)C3)cc2CC1C (stereo not drawn)	5	-2	1	0	-2.1	5	0.6	-1	-4	-1
c1ccc(CCc2ccccn2)cc1	-10	13	0	5	0.4	8	16	-3	-5	0
C=CCOc1ccc(/C=C/C(=O)OCC(=O)N(C)CC(=O)Nc2ccccc2Cl)cc1	-5	3	-2	-2	-2.3	-10	0.7	-2	-10	-3
O=C1OC(c2ccccc2)(c2cc(Br)c(O)c(Br)c2)c2ccccc21 (stereo not drawn)	-10	0	0	-2	-0.8	-4	2.1	1	-7	19
O=C1C2CCCCC2C(=O)N1c1ccc(S(=O)(=O)Nc2ncccn2)cc1 (stereo not drawn)	-1	-6	0	-7	-1.4	26	2.2	3	4	-1
CCC(CC)C(=O)NCCc1cc2c(OC)ccc(OC)c2[nH]c1=O	1	0	-1	-2	-2.0	-12	-2.0	-2	-7	-3
Cc1cccc(S(=O)(=O)c2c(C)cc(C)[nH]c2=O)c1	7	x	-4	1	-3.4	37	-1.2	0	-1	-3
Cc1[nH]c(C)c(S(=O)(=O)N2CCc3ccccc32)c1C(=O)N1CCCCC1	-2	-2	0	-4	-2.2	13	0.5	1	-2	-5
O=C(O)c1ccc(-c2cccc(Cl)c2)o1	0	-7	2	3	-2.9	34	-1.6	3	6	4
COc1cc(S(=O)(=O)n2nc(C)cc2C)ccc1Cl	4	-5	-1	-1	28	-5	4.5	-1	4	0
CC(=O)N1CCCN(C(=O)c2ccc3nc(Cc4cccc(Cl)c4)oc3c2)CC1	1	-1	0	-8	0.0	11	-0.5	1	-14	3
CC(=O)Nc1ccc2nc(-c3ccccc3)cn2c1	3	3	-2	10	-4.2	5	3.7	-3	-1	-2
CCOC(=O)C1=C(COC(=O)c2nc(Cl)ccc2Cl)NC(=O)NC1C (stereo not drawn)	0	x	-1	-1	-0.3	9	x	x	-8	4
CC(=O)Nc1ccc(S(=O)(=O)N2CCC(C(=O)NCCc3ccc(Cl)cc3)CC2)cc1	-1	-6	12	-8	-0.7	-6	1.6	2	6	0
CCN(CC)CCN(C(=O)CCOc1ccccc1)c1nc2ccc(F)cc2s1	-2	3	-3	8	-0.5	-5	2.3	-11	-3	-1
CCN(CC)C(=O)CN(C#N)c1nc(NC(C)C)nc(NC(C)C)n1	0	-28	-1	-1	-0.1	17	1.0	-5	2	1
Cc1cc(NS(=O)(=O)c2ccc(NC(=O)c3ccccc3C)cc2)no1	-9	5	x	-7	-0.5	x	0.8	-7	-8	-3
Cc1ccc(NC2=NCC(=O)N2Cc2ccccc2)c(C)c1	-3	-5	0	6	0.5	14	1.1	0	-7	-2
COc1ccc(-c2nnn(CC(=O)Nc3ccc4c(c3)OCCO4)n2)cc1OC	-2	4	-3	-4	0.3	3	-0.1	-4	-7	-3
CN(CC(=O)Nc1cccc2ccccc12)C(=O)/C=C/c1cccs1	15	5	4	-15	-1.4	24	0.0	-7	5	-1
Cc1ccc(-n2c(C)cc(/C=N/NC(=O)CN(c3ccc(C)cc3C)S(C)(=O)=O)c2C)cc1	1	-13	x	-10	-1.7	-10	-7.1	1	-1	3
O=C(c1ccc2nc[nH]c2c1)N1CCN(S(=O)(=O)c2cccc(F)c2)CC1	0	-3	-1	-3	-3.8	10	-3.2	0	-6	2
Cn1cccc1CNC(=S)Nc1ccccc1Cl	0	3	2	-1	0.5	x	-0.7	-2	-5	2
Cc1cc(-c2csc(NC(=O)c3cc4ccccc4o3)n2)c(C)n1C	0	-4	1	-3	-0.2	-18	-1.3	4	0	6
O=C(NCCN1CCN(C(=O)c2c(F)cccc2F)CC1)C(=O)Nc1ccc(Cl)cc1	0	-2	-5	-5	-0.6	-65	-1.4	1	-13	1
O=C1CC2CC1C(C(=O)O)C2C(=O)O (stereo not drawn)	-3	1	3	-3	0.2	19	0.8	1	-9	0
CCN(CC(=O)Nc1c(F)cccc1F)C(=O)c1cc(C)nc2ccccc12	0	-5	x	-1	-0.5	11	0.8	9	-6	3
COc1ccc(CC(=O)NC(C)c2ccc(Cl)c(Cl)c2)cc1S(=O)(=O)N1CCOCC1 (stereo not drawn)	-3	-3	-2	-4	-0.2	-5	-2.6	-4	3	-7
O=C(NC1CCCCC1)c1cccc(Cn2cc(Cl)cn2)c1	0	-10	-4	-9	-0.8	12	1.2	0	-6	-3
O=C1CCc2ccccc2N1	-2	2	-1	-5	-2.9	12	-0.2	0	-5	0

A portion from the list above, for reference:
SMILES	RTF Ca sens act	Rtt109 Vps75	CAL PDZ FP-1	RTF Ca sens inh	CAL PDZ FP-2	SR-BI uptake up	LANA DNA inh	Keap1 Nrf2 FP	PKA-R2B act	DAGLB inh
O=C(NCCN1CCN(C(=O)c2c(F)cccc2F)CC1)C(=O)Nc1ccc(Cl)cc1	0	-2	-5	-5	-0.6	-65	-1.4	1	-13	1
O=C1CC2CC1C(C(=O)O)C2C(=O)O (stereo not drawn)	-3	1	3	-3	0.2	19	0.8	1	-9	0
CCN(CC(=O)Nc1c(F)cccc1F)C(=O)c1cc(C)nc2ccccc12	0	-5	x	-1	-0.5	11	0.8	9	-6	3

Additional records.
SMILES	RTF Ca sens act	Rtt109 Vps75	CAL PDZ FP-1	RTF Ca sens inh	CAL PDZ FP-2	SR-BI uptake up	LANA DNA inh	Keap1 Nrf2 FP	PKA-R2B act	DAGLB inh
CC(C)[C@H](NC(=O)c1ccccc1F)C(=O)Nc1ccc(F)c(F)c1	-8	-6	-1	-11	-0.2	-14	-1.3	-3	-14	-1
CCN(Cc1ccccc1)S(=O)(=O)c1ccc(C(=O)N(CCCN(C)C)c2nc3cc(C)cc(C)c3s2)cc1	0	-1	0	-5	-0.9	7	-0.3	-3	-10	-8
COc1ccc(S(=O)(=O)N2CCC(C(=O)N3CCCCCC3)CC2)cc1	2	-3	-5	-3	-1.6	12	1.0	-2	-8	-1
Cc1ccc(C2(c3noc(CN4C[C@@H](C)O[C@@H](C)C4)n3)CCCC2)cc1	3	-14	-5	4	-0.3	-10	0.8	2	-8	-5
CC(C)C(CCNC(=O)CN1C(=O)c2ccccc2C1=O)c1ccco1 (stereo not drawn)	2	-4	-4	0	-3.7	x	-1.0	-2	-7	-1
Cc1nn(Cc2ccccc2Cl)c(C)c1C(=O)N(C)CC(=O)Nc1cccc(F)c1	-4	-3	x	4	-0.2	-53	0.3	0	-2	-1
O=C(c1ccc(S(=O)(=O)N2CCCC2)cc1)N1CCCc2ccccc21	-5	-1	-2	-4	-0.9	-77	1.3	1	12	-8
Cc1ccc(/C=N/NC(=O)C2(O)c3ccccc3-c3ccccc32)o1	3	3	-4	-4	-0.8	-1	-1.0	-4	-6	3
Cc1ccc(S(=O)(=O)CC(=O)Nc2nnc(C)s2)cc1	1	-1	-15	-5	-0.9	20	1.8	0	-4	0
Cc1cc(NS(=O)(=O)c2ccc(NC(=O)Cc3ccc([N+](=O)[O-])cc3)cc2)nc(C)n1	-1	-14	x	-3	-0.2	-1	-0.8	5	15	-2
O=C(CNc1cccc2ccccc12)N/N=C/c1ccc([N+](=O)[O-])o1	2	12	5	1	0.7	7	1.3	0	-13	4
Cc1ccc(C(=O)NC(C(=O)Nc2ccccc2)c2ccccc2)cc1 (stereo not drawn)	0	3	x	1	-1.7	-13	0.2	-3	-7	-4
O=C(Nc1ccc(N2CCN(C(=O)c3ccco3)CC2)cc1)C(c1ccccc1)c1ccccc1	1	-4	x	-3	1.3	-24	-0.3	-4	-1	-5
Cc1ccccc1-c1nc(CS(=O)(=O)CC(=O)NCCCN2C(C)CCCC2C)c(C)o1 (stereo not drawn)	0	-2	x	-3	-0.3	3	2.0	0	3	3
COc1ccc2cc(C(=O)C3CCCN(Cc4cnc(N5CCOCC5)s4)C3)ccc2c1 (stereo not drawn)	5	12	x	-16	-2.0	3	0.7	-5	-6	3
Cc1cc(=O)[nH]c2ccccc12	-1	15	-5	-7	x	3	0.4	6	-10	0
CC1(C)CC(=O)C2=C(C1)Nc1ccccc1[S@]2=O	-2	19	0	-1	0.8	10	0.0	0	4	2
O=C1COc2ccc(NC(=O)c3ccccc3C(=O)O)cc2N1	2	2	0	-9	-0.8	x	-1.4	2	-6	-2
CCN1CCN(CC(=O)Nc2cc(S(=O)(=O)N3CCCCC3)ccc2Cl)CC1	2	1	-1	1	-1.1	8	0.2	3	6	1
O=C(CN1C(=O)NC2(CCCC2)C1=O)NC(c1ccccc1)c1ccccc1	-3	6	x	3	-0.4	10	0.6	-4	-3	0
Cc1ccc(-n2ncc(-c3nnc(SCC(=O)NC4CCCC4)o3)c2N)cc1C	-3	-2	-2	-2	-3.3	-22	1.8	3	-8	-1
COc1nc(N(C)C)nc(N2CC(=O)N(CCNS(=O)(=O)c3ccc(C)cc3)C2=N)n1	-3	-18	8	1	-1.2	30	-1.0	0	-11	0
CCCCCC(CC(=O)NO)C(=O)NC(C(=O)N1CCCC1CO)C(C)C (stereo not drawn)	-1	-12	-3	-15	-0.2	-2	0.7	5	3	2
c1ccc2c(c1)oc1c(N3CCOCC3)ncnc12	6	-7	-3	-5	-2.9	1	-1.9	-1	5	-1
COc1ccc([C@H]2C=C(C(=O)O)O[C@@H](OCCCCO)C2)cc1	-1	4	-4	1	0.9	-2	8.5	-2	0	2
Cc1cc(C)nc(-n2nc(C)cc2NC(=O)CN2CCC(C)CC2)n1	-11	31	-2	8	-2.6	10	1.1	-2	-2	0
O=C(NCCc1ccccc1)c1ccc2c(c1)S(=O)(=O)c1cc(Cl)ccc1C2=O	-9	1	1	3	0.1	-37	-0.5	-3	-30	0
Cc1c([N+](=O)[O-])c(C(=O)NC2CCCC2)nn1C	-9	-13	-5	1	-1.0	-7	-1.3	-7	-8	1
